Bioassay records from PubChem BioAssay.
procasp7 counter – counter-screen: procaspase-7 (human) activation. AID 463210. hit rate 0.093% among 330,000. P55210. recombinant procaspase-7, Ac-DEVD-pNA absorbance 405 nm; D23A/D198A/D206A triple mutant, cannot self-cleave; scale: DMSO 0, 5 µM enzyme 100. activation, % at 8.5 µM;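 active = percent activation above the screen-wide mean plus 3 SD, cut at about 25% in these data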
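System: Uncleavable procaspase-7 mutant enzyme; Amount: 2 µM procaspase-7 mutant as dispensed; Schedule: 1 h compound preincubation, 2 h substrate cleavage, 25 °C; Measured by: 405 nm absorbance of p-nitroaniline; Evaluation: percent activation from buffer-corrected 0–120 min absorbance change; Control set: low DMSO alone, high DMSO plus 5 µM PC-7.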
LAP4-GFP MLPCN – modulators of TOR pathway LAP4-GFP in S. cerevisiae. S. cerevisiae LAP4-GFP multiplex, flow cytometry GFP, 3 h; median GFP as percent of DMSO wells. GFP response vs DMSO, % at 10 µM. hit rate 0.34% among 320,000. AID 2023;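 active = GFP response vs DMSO above a set limit, about the screen mean plus 3 SD, cut at about 150% in these data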
ZTA DNA inh – counter-screen for EBNA-1 inhibitors: inhibitors of Epstein-Barr virus ZTA; P03206; ZTA-DNA binding, fluorescence polarization; inhibition, % at 11 µM; hit rate 0.15% among 320,000; AID 2234; in the data active = inhibition above about 33%
AHR act – activates the human aryl hydrocarbon receptor; hit rate 2.5% among 320,000; activation, % at 5 µM; AHR-responsive luciferase reporter cells, luminescence; in the data active = activation above about 47%;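 also: 0% = vehicle wells and 100% = reference agonist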
EBNA-1 inh – blocks EBNA-1 binding to DNA. hit rate 0.34% among 300,000. AID 1950. EBNA-1 DNA binding, fluorescence polarization. inhibition, % at 14.8 µM; in the data active = inhibition above about 28%
procasp3 activ – activators of human procaspase-3; activation, % at 8.5 µM; hit rate 0.11% among 330,000; P42574; recombinant procaspase-3 D3A, Ac-DEVD-pNA absorbance 405 nm;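 active = activation above the mean of all tested compounds plus 3 SD, cut at about 21% in these data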;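 also: 0% = DMSO alone and 100% = DMSO wells spiked with extra 5 µM PC-3 D3A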
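Technique: 405 nm absorbance of p-nitroaniline, reads at 0 and 120 min; Test system: Procaspase-3 D3A mutant; Incubation: 1 h enzyme-compound preincubation, then 2 h substrate reaction, 25 °C; Repeats: singlicate, each compound tested once; Benchmarks: low control DMSO wells, high control DMSO plus 5 µM PC-3 D3A.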
RPL19A-GFP yeast – alters RPL19A-GFP fluorescence in TOR pathway yeast screen; S. cerevisiae RPL19A-GFP strain, flow cytometry, 3 h; active compounds read low; percent response vs DMSO, % at 10 µM; hit rate 0.3% among 330,000; AID 2025;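 active = percent response vs DMSO below 50%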;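 also: median channel GFP fluorescence of the barcoded RPL19A-GFP strain; ratio of sample median GFP to plate DMSO average so 100% = DMSO; lower means less RPL19A-GFP as with rapamycin TOR inhibition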
MEP2-GFP yeast – alters MEP2-GFP fluorescence in TOR pathway yeast screen | S. cerevisiae MEP2-GFP strain, flow cytometry GFP, 3 h; 100% = DMSO control level | GFP response vs DMSO, % at 10 µM | hit rate 0.51% among 330,000 | AID 2016;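 active = GFP response versus DMSO above a set limit, roughly screen mean plus 3 SD, cut at about 180% in these data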;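 also: median GFP fluorescence of the barcode-gated MEP2-GFP cells per well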
Starred values were filed as active, the others as inactive; . = not tested or not shown; [ ] = dose if it differs, or a comment.

canonical_smiles	procasp7 counter	LAP4-GFP MLPCN	ZTA DNA inh	AHR act	EBNA-1 inh	procasp3 activ	RPL19A-GFP yeast	MEP2-GFP yeast
CC1CCCCN1C(=O)CN1CCN(S(=O)(=O)c2ccc(Br)cc2Cl)CC1 (stereo not given)	-9	108	-15	1	.	8	107	115
CCn1c(COc2ccccc2OC)nc2ccccc21	-16	99	3	16	10	-1	99	100
O=c1[nH]c(=O)c2nc3c4ccccc4c4ccccc4c3nc2[nH]1	-8	92	-1	26	-24	2	94	96
CC1CCCCN1C(=O)C1CC(c2ccc(F)cc2)=NO1 (stereo not given)	0	97	1	-2	-18	3	97	96
CCOC(=O)c1cnn(-c2nc(-c3ccc(C)cc3)cs2)c1C(F)(F)F	-8	99	2	5	6	-6	102	103
Cc1ccc2c(Cl)cc(Cl)c(OCC(=O)Nc3cccc(S(N)(=O)=O)c3)c2n1	12	98	4	2	3	3	97	93
CC(O)C1C(=O)OC2(C)CC(C)(C)NC(=S)N12 (stereo not given)	0	104	-1	-3	-2	-3	95	99
CCOC(=O)N1CCN(S(=O)(=O)c2ccc(C(=O)Nc3sc4c(c3C(=O)OC)CCN(C)C4)cc2)CC1	1	86	16	14	-2	2	96	103
N#Cc1c(SCc2c(Cl)cccc2Cl)nc(N)[nH]c1=S	3	95	-14	1	.	7	98	99
COc1cc2c(cc1OC)C(=S)NC(C)(C)C2	-7	103	-2	-1	-7	0	104	111
CCOc1ccc2nc(/N=C/c3nc(-c4ccccc4)oc3O)sc2c1	-5	106	14	29	5	4	102	106
COc1cc(OC)cc(C(=O)NNC(=O)CCc2nc3ccccc3c(=O)[nH]2)c1	2	92	-13	13	.	8	95	97
O=c1[nH]c(CN(CCO)CCO)nc2c1C1(CCCCC1)Cc1ccccc1-2	10	86[may fluoresce violet]	0	-1	5	6	42*[may fluoresce violet]	289*[may fluoresce violet]
COC(=O)Cc1c(OC)ccn(CCc2c[nH]c3ccccc23)c1=O	-6	97	-9	10	2	4	101	102
O=C1NC(c2ccccc2)=C(c2ccc3ccccc3n2)C(c2ccc(F)cc2)N1 (stereo not given)	-9	96	-12	32	4	7	106	112
Cc1cccc2nc(=S)n(C(=O)c3ccco3)n12	-5	118	7	13	-1	2	99	106
Nc1nccnc1C(=O)OCC(=O)NC1CCCc2ccccc21 (stereo not given)	7	104	6	1	.	8	104	101
N#CC(c1ccccc1)C1CCN(Cc2ccccc2)CC1 (stereo not given)	-1	97	10	-3	0	6	105	106
Cc1nc2ccccn2c1-c1nnco1	2	106	4	10	0	10	100	107
Cc1sc(NC(=O)/C=C/c2ccco2)c(C(=O)OC(C)C)c1C	-5	105	-14	15	-3	-9	104	107
Cc1ccc(-c2nc3ccccc3o2)cc1NC(=O)Cc1cccs1	9	100	2	5	-6	-4	101	104
CCS(=O)(=O)N1CCN(C(=O)c2cccnc2)CC1	-3	.	10	-3	1	8	100	97
COc1ccc(NC(=O)Nc2nnc(C(C)C)s2)cc1	2	98	-2	11	10	5	103	102
COc1ccc(C(=O)NNC(=O)c2cccc(S(=O)(=O)N3CCOCC3)c2)cc1	13	90	.	2	.	2	101	98
COc1ccc(C)cc1NC(=O)C1CCN(C(=O)Cc2ccccc2)CC1	1	113	5	7	-2	0	102	107
Nc1c(C(=O)Nc2ccc3c(c2)OCCO3)nnn1Cc1cccc(Br)c1	-5	106	-1	21	36*	-9	98	102
COCCN1C(=O)c2oc3ccccc3c(=O)c2C1c1ccc(C(=O)OC)cc1 (stereo not given)	-1	108	2	-1	4	10	98	98
Cc1ccc(NC2CC(=O)N(c3ccc(C)cc3)C2=O)cc1 (stereo not given)	2	108	-1	1	2	5	101	105
COc1ccc(CCNC(=O)C(=O)NCC2OCCN2S(=O)(=O)c2ccccc2)cc1OC (stereo not given)	11	107	-11	0	4	1	103	101
O=c1nc2sc3ccccc3n2c(=O)n1-c1cccc(Cl)c1	3	94	-10	81*	1	-8	105	111
O=C1c2ccccc2NC(c2ccccc2)N1CCCN1CCOCC1 (stereo not given)	4	105	-8	8	0	2	101	103
CN(CCc1ccccn1)C(=O)CCC1CCCN(C(=O)NC2CCCCC2)C1 (stereo not given)	4	106	10	0	8	4	95	93
O=C(Nc1cccc(S(=O)(=O)N2CCOCC2)c1)C(c1ccccc1)N1CCCCC1 (stereo not given)	0	100	5	-1	9	5	94	101
Cc1nc(C(=O)NC2CCCCC2)sc1C1(C)CC(c2cccc([N+](=O)[O-])c2)=NO1 (stereo not given)	-8	98	1	1	-6	-3	96	96
CCNC(=O)NC(=O)CN(C)c1ccccc1	0	92	-1	-1	-16	1	102	102
CC(C)n1c(C(F)(F)F)nc2cc(C(=O)N3CCC(O)CC3)ccc21	1	114	1	-1	-10	0	97	97
N=c1oc2ccccc2cc1C(=O)NC1CCCCCC1	7	92	-2	2	-2	-1	101	94
Cc1[nH]cnc1CSCCN	0	99	-5	-2	5	-11	96	102
CC(=O)N/C(=C\c1ccccc1)C(=O)OCC(=O)N(C)C1CCS(=O)(=O)C1 (stereo not given)	-6	102	.	2	.	2	89	88
C[C@]12C(=O)N(c3ccccc3)C(=O)N1[C@@H]1c3ccccc3OC[C@@H]1[C@H]2c1ccccc1	-2	107	-7	-2	2	4	106	95
CC(=O)NC1C(=O)SC1(C)C (stereo not given)	1	101	-16	4	-10	0	70	158
Cc1ccc(S(=O)(=O)N(C)c2ccc(C(=O)NCC3CCCO3)cc2)cc1 (stereo not given)	3	89	6	4	2	2	96	91
Cc1cccc2c(N=Nc3ccccc3)c(O)[nH]c12	-27	100	-11	76*	-1	-14	107	105
CCc1ccc(CN2CCC(n3nccc3NC(=O)c3cccc(F)c3)CC2)cc1	6	98	10	-5	5	5	108	102
Cc1ccc(OCC(=O)NCc2cccs2)c([N+](=O)[O-])n1	0	112	4	105*	2	-1	105	113

Some of these compounds in order of count of non-hydrogen atoms, high to low.
canonical_smiles	procasp7 counter	LAP4-GFP MLPCN	ZTA DNA inh	AHR act	EBNA-1 inh	procasp3 activ	RPL19A-GFP yeast	MEP2-GFP yeast
O=C(Nc1cccc(S(=O)(=O)N2CCOCC2)c1)C(c1ccccc1)N1CCCCC1 (stereo not given)	0	100	5	-1	9	5	94	101
Cc1nc(C(=O)NC2CCCCC2)sc1C1(C)CC(c2cccc([N+](=O)[O-])c2)=NO1 (stereo not given)	-8	98	1	1	-6	-3	96	96
CN(CCc1ccccn1)C(=O)CCC1CCCN(C(=O)NC2CCCCC2)C1 (stereo not given)	4	106	10	0	8	4	95	93
CC(=O)N/C(=C\c1ccccc1)C(=O)OCC(=O)N(C)C1CCS(=O)(=O)C1 (stereo not given)	-6	102	.	2	.	2	89	88
O=C1c2ccccc2NC(c2ccccc2)N1CCCN1CCOCC1 (stereo not given)	4	105	-8	8	0	2	101	103
CC(C)n1c(C(F)(F)F)nc2cc(C(=O)N3CCC(O)CC3)ccc21	1	114	1	-1	-10	0	97	97
N=c1oc2ccccc2cc1C(=O)NC1CCCCCC1	7	92	-2	2	-2	-1	101	94
Cc1cccc2c(N=Nc3ccccc3)c(O)[nH]c12	-27	100	-11	76*	-1	-14	107	105
CCNC(=O)NC(=O)CN(C)c1ccccc1	0	92	-1	-1	-16	1	102	102
CC(=O)NC1C(=O)SC1(C)C (stereo not given)	1	101	-16	4	-10	0	70	158

Next part:
canonical_smiles	procasp7 counter	LAP4-GFP MLPCN	ZTA DNA inh	AHR act	EBNA-1 inh	procasp3 activ	RPL19A-GFP yeast	MEP2-GFP yeast
O=C(CC(=O)Nc1cccc(F)c1)Nc1cccc(F)c1	5	90	3	13	-1	-5	102	103
COc1ccc(C(=O)NCCc2c[nH]c3ccccc23)cc1S(=O)(=O)N1CCOCC1	6	84[may fluoresce violet]	-5	20	3	2	.	233*[may fluoresce violet]
O=C(OCc1nc2ccc(Cl)cc2n1CCO)c1ccccc1C(=O)c1ccccc1	4	97	-32	10	-13	10	101	103
C=CCOC(=O)C1=C(C)NC(SCC(N)=O)=C(C#N)C1c1cccs1 (stereo not given)	0	100	-14	19	0	0	99	102
COCCn1c(SCc2ccc(OC)c(F)c2)nc2ccccc2c1=O	12	96	-8	-1	-14	5	93	94
CC(=O)NC(CC(=O)N(Cc1ccccc1)c1ccc(C)cc1)c1ccccc1 (stereo not given)	-7	92	-19	-3	-16	-5	102	99
O=C(NCCc1nc2ccccc2[nH]1)c1ccc(Br)o1	8	83	0	10	-11	1	92	100
Cc1ccc(-n2c(SC3CCOC3=O)nc3ccccc3c2=O)cc1 (stereo not given)	10	89	-11	10	-11	0	90	102
COc1ccc(C(=O)c2c(-c3ccsc3)oc3ccc(-c4ccc(OC)cc4)cc23)cc1	-1	129	7	5	3	2	104	98
